GAA glycogen mod: GAA glycogen-cleavage inhibition or activation; P10253; recombinant GAA, glycogen substrate, Amplex Red glucose oxidase fluorescence; Potency, µM (highest dose often 76.4 µM), for the others: at the top dose activity change, negative = inhibition, actives largely listed as inhibitors; 0.38% of 300,000 active; AID 2100; active means well fitted inhibition curve with a large enough effect; inconclusive means small, poorly fitted or top-dose-only effect, or another doubt; inactive means no such curve, though single readings can be large or run the other way;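 further: 0% = full enzyme reaction and -100% = no-enzyme basal signal; the screen sought inhibitors and activators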
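qHTS, 1536-well; enzyme 4 nM final; cpd up to 77 uM; substrate bovine liver glycogen 30 ug; 50 mM citrate/phosphate pH 5.0, 0.01% Tween-20; 37 C, 40 min; Amplex Red detection 45 min RT; Hill fit → AC50.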
The depositor's hits bear a star; u = inconclusive; [ ] = remark or other dose. Potency means the concentration at half of the fitted maximal effect.

GAA glycogen mod,Molecule
-4%[76.3 µM],Cc1ccc(C(C(=O)NCC2CCCO2)N(C(=O)c2snc(C(N)=O)c2N)c2ccc(C)c(C)c2)o1 (centres undefined)
-11%[76.3 µM],CCCc1cc(=O)oc2cc(OCC(=O)NCCc3ccc(S(N)(=O)=O)cc3)ccc12
-1%[76.3 µM],CC(=O)Nc1cccc(NC(=O)C2CC(=O)N(C3CCCCC3)C2)c1 (centres undefined)
-16%[76.3 µM],CCCc1cc(C(=O)N2CCCC(C(=O)c3ccc(Cl)cc3)C2)n(C)n1 (centres undefined)
-3%[76.3 µM],COc1ccc(S(=O)(=O)NCC2CCC(C(=O)NCCCN3CCCC3=O)CC2)cc1 (centres undefined)
-4%[76.3 µM],CCCCc1nc2cc(C(=O)NCCc3cnn(C)c3)ccc2o1
2%,COc1ccc2[nH]cc(/C=C/c3cc[n+](C)cc3)c2c1
-6%[76.3 µM],CC(C)CNC(=O)COC(=O)c1c2c(nc3ccccc13)CCC2

(continued)
GAA glycogen mod,Molecule
0%[76.3 µM],COc1ccc(C(=O)Nc2ccc(C(=O)N3CCCCC3C)cc2)c(OC)c1OC (centres undefined)
8%,CC1C(=O)C(C)C(c2cc(Cl)ccc2O)NC1c1cc(Cl)ccc1O (centres undefined)
-1%,Cc1ccccc1N(C(=O)CNC(=O)c1cccs1)C(C(=O)NC1CCCC1)c1ccncc1 (centres undefined)
3%[76.3 µM],CC(=O)N1CCCN(C(=O)c2cc(COc3c(F)cccc3F)on2)CC1
-2%,COc1ccc(/C=C/C(=O)NCCCN2CCOCC2)cc1
-1%,COc1ccc(NC(=O)Cc2nnc(SCC(=O)c3ccccc3)n2C)cc1
1%[76.3 µM],COc1ccc(OC)c(Nc2ncnc3ccc(Br)cc23)c1
2%[76.3 µM],CCC(NC(=O)CCc1nnc(-c2cc(C)on2)o1)C12CC3CC(CC(C3)C1)C2 (centres undefined)

Next part.
GAA glycogen mod,Molecule
4%,COc1ccc(N(CC(=O)NC2CCCC2)C(=O)Cn2nnc(-c3ccc(OC)c(OC)c3)n2)c(OC)c1
-5%,CCOc1ccc(OCC)c(NC(=O)CCS(=O)(=O)c2ccc(C)cc2)c1
1%[76.3 µM],Cc1nnc(SCC(=O)N2CCCC(N3CCN(c4ccc(F)cc4)CC3)C2)o1 (centres undefined)
-24%[76.3 µM],CSc1ccccc1C(=O)NC(C)c1ccc(-n2ccnc2)cc1 (centres undefined)
-2%,Cc1c(CC(=O)NCC(=O)O)c(=O)oc2cc3occ(-c4ccccc4)c3cc12
13%[76.3 µM],CC(NC(=O)c1ccc2c(c1)OCO2)c1ccccc1 (centres undefined)
-8%,CCCCC(O)(c1ccc(F)cc1)C(CN1CCOCC1)c1ccc(Cl)cc1 (centres undefined)
3%[76.3 µM],Cc1ccc(OCc2cc(C(=O)N3CC4C[C@@H]5CC3C[C@H](C4)C5)no2)cc1C

Next structures:
GAA glycogen mod,Molecule
0%,O=C(CN(C(=O)CNS(=O)(=O)c1ccc(F)cc1)c1ccccc1F)NCc1ccco1
-3%[76.3 µM],COc1ccc(C)cc1NC(=O)C1CCN(C(=O)C2CC(=O)N(c3ccc(C)cc3)C2)CC1 (centres undefined)
1%[76.3 µM],CC1(c2ccccc2)NC(=O)N(CC(=O)NNC(=O)c2ccccc2)C1=O (centres undefined)
-1%[76.3 µM],CC1(C)Cc2c(cnn2-c2ccccc2)C(NC(=O)CCN2CCCCO2)C1 (centres undefined)
9%,Cc1ccc(N2CC(C)Cn3c2nc2c3c(=O)[nH]c(=O)n2C)cc1C (centres undefined)
0%[76.3 µM],COCCCNC(=O)Cn1cnc2sc(C)c(S(=O)(=O)N3CC(C)CC(C)C3)c2c1=O (centres undefined)
3%[76.3 µM],O=C(CN1C(=O)C2CC=CCC2C1=O)Nc1ccc(Br)cc1 (centres undefined)
-1%[76.3 µM],Cc1cc(C(=O)N2CCCC(N3CCN(c4cccc(C(F)(F)F)c4)CC3)C2)n[nH]1 (centres undefined)

More structures follow.
GAA glycogen mod,Molecule
-5%,O=C(NCC1CCN(C(=O)c2ccc([N+](=O)[O-])cc2)CC1)c1ccc([N+](=O)[O-])cc1
-1%,Cc1ccc(C(CC(=O)N2CCCCC2)c2ccccc2)c(O)c1C (centres undefined)
0%,O=C(c1cc(-c2cccc(Cl)c2)on1)N1CCc2ccccc2C1
-16%[76.3 µM],O=C(OCCCOc1ccc(F)cc1)c1ccc(O)cc1O
-16%[76.3 µM],COc1cccc(-n2c(N)cc(=O)nc2SCC(=O)N2CCN(c3ccccc3)CC2)c1
-7%,O=C(NCCCNC(=O)c1cnccn1)c1cccc(Cl)c1
3%,Oc1ccc(Nc2nc(-c3ccccc3F)nc3ccccc23)cc1
4%,CCc1ccc(C(=O)OCC(=O)NC2CCCC2)cc1

Later entries:
GAA glycogen mod,Molecule
3%[76.3 µM],CC(C)CCN1CCC(n2nccc2NC(=O)c2ccc3c(c2)OCO3)CC1
-13%[76.3 µM],Cc1ccc(C(=O)N/N=C\c2ccncc2)s1
0%[76.3 µM],C/C(=N\NC(=O)c1cc(-c2ccc(O)cc2)nc2ccccc12)c1cccnc1
-6%[76.3 µM],Cc1cccc(N2CCN(C(=O)CCNS(=O)(=O)c3ccc4c(c3)oc(=O)n4C)CC2)c1C
-1%,COc1ccc(C(C(=O)NC2CCCCC2)N(C(=O)c2ccccn2)c2cccnc2)c(OC)c1 (centres undefined)
13%,CCOc1ccc(C(C)NC(=O)c2cc(=O)[nH]c3ccccc23)cc1OCC (centres undefined)
6%,CC(C)c1nc2sc3c(c2c(=O)[nH]1)CC(C)(C)OC3
-4%[76.3 µM],Cc1cccc(C(=O)N=c2sccn2C)c1[N+](=O)[O-]

The results go on:
GAA glycogen mod,Molecule
-5%[76.3 µM],Cc1cnc(C(=O)OCC(=O)N=c2sccn2Cc2ccccc2Cl)cn1
1%[76.3 µM],CCOc1ccc(N/C(N)=N/c2nc(C)cc(C)n2)cc1
5%,COc1ccc(CCNc2cc(C)[nH]c(=O)c2)cc1OC
-1%[76.3 µM],COc1cccc(CN2CC(C(=O)NCCN3CCOCC3)CCC2=O)c1 (centres undefined)
2%,COc1ccc(-c2oc3ncnc(NCCCN(C)C)c3c2-c2ccc(OC)cc2)cc1
-4%[76.3 µM],Cn1ccnc1SCC(=O)Nc1ccc([N+](=O)[O-])cn1
1%[76.3 µM],Cc1ccc2nc(NS(=O)(=O)c3cn(C)nc3C)sc2c1
4%,CC(C)CC(C(=O)O)N1C(=O)C2C3c4ccccc4C(c4ccccc43)[C@@H]2C1=O (some centres undefined)

(continued)
GAA glycogen mod,Molecule
4%,COCCn1c(SCC(=O)NC2CCCC2)nnc1-c1ccncc1
-6%[76.3 µM],COc1ccc(C(=O)N/N=C/c2ccc(OC)c(COc3ccc(F)cc3F)c2)cc1
3%,COc1ccc(Cl)cc1NC(=O)CCCC(=O)c1ccccc1
-9%[76.3 µM],O=C(NC1CCCC1)C(c1ccncc1)N(C(=O)c1ccco1)c1ccc(F)c(Cl)c1 (centres undefined)
-12%,COc1cc(C2Nc3ccccc3C(=O)N2NS(C)(=O)=O)c([N+](=O)[O-])cc1OC (centres undefined)
-12%[76.3 µM],CCOC(=O)N1CCC(N2C(=O)c3ccc(C(=O)Nc4cccc(OC)c4)cc3C2=O)CC1
u,O=C(NNC(=S)NCc1ccccc1)c1cccnc1
-7%[76.3 µM],COCCC(=O)N1CCC(Oc2ccc(C(=O)NCCn3cccn3)cc2)CC1

More entries:
GAA glycogen mod,Molecule
1%,CC1CCN(c2ccc(-c3cccs3)nn2)CC1
4%[76.3 µM],CCCN(CC(=O)Nc1ccccc1C)C(=O)Cc1coc2cc(C)ccc12
5%,COc1ccc(CNC(=O)C(OC(=O)c2ccco2)c2ccccc2)cc1 (centres undefined)
-14%[76.3 µM],CC1CCCCC1NC(=O)c1cc2c(=O)n3ccccc3nc2n1C (centres undefined)
-6%[76.3 µM],COc1ccccc1C(=O)NC1CCN(C(=O)Nc2ccc(C)cc2)CC1
-5%[76.3 µM],O=C(NN=C1CCCCCC1)c1cccs1
0%[76.3 µM],O=C(CSc1nncc(=O)[nH]1)Nc1cccc([N+](=O)[O-])c1
6%,CCOc1ccc(NC(=O)Cc2c(C(=O)O)n(C)c3ccccc23)cc1

Next section:
GAA glycogen mod,Molecule
-8%[76.3 µM],CC1(C)Cc2c(cnn2-c2cccc(F)c2)C(NC(=O)CCc2cnccn2)C1 (centres undefined)
-1%,CCN(CC)CCCNC(=O)c1cn(C)c(=O)c2c1c1ccccc1n2C
-5%[76.3 µM],O=C(COc1ccccc1[N+](=O)[O-])N1CCN(C(=O)c2ccco2)CC1
-2%[76.3 µM],Cc1ccc(-c2cc(C(=O)NCCN3CCOCC3)c3ccccc3n2)o1
11%,Cc1csc(SCC(=O)Nc2nnc(C)s2)n1
-6%,O=C(CCSc1ccc(Cl)cc1)c1ccco1
0%[76.3 µM],Cc1ccc(CNC(=O)CNC(=O)c2ccc(Br)o2)cc1
-1%,C/C(=N\Nc1nc2ccccc2[nH]1)c1ccccn1

As entered above:
Result of `Cc1ccccc1N(C(=O)CNC(=O)c1cccs1)C(C(=O)NC1CCCC1)c1ccncc1` (centres undefined) under GAA glycogen mod: -1%
Result of `COc1ccc(C(=O)Nc2ccc(C(=O)N3CCCCC3C)cc2)c(OC)c1OC` (centres undefined) under GAA glycogen mod: 0%[76.3 µM]

Further entries follow:
GAA glycogen mod,Molecule
-12%[76.3 µM],CCCCn1c(N)c(N(CC(C)C)C(=O)c2oc3ccc(OCC)cc3c2C)c(=O)[nH]c1=O
2%,COc1ccc(OC)c(NC(=O)CC2(CC(=O)O)CCCC2)c1
-10%,CCN(CC)S(=O)(=O)c1ccc(C(=O)NC(=S)N(CCO)Cc2ccccc2)cc1
0%[76.3 µM],Cc1cc(OCC(=O)NC2CC(C)(C)NC(C)(C)C2)c2c(C)cc(=O)oc2c1
7%[76.3 µM],COc1c(C)cc(C(=O)C2CCCN(C(=O)c3csc(C)n3)C2)cc1C (centres undefined)
-4%[76.3 µM],Cn1c(CC(=O)Nc2cccc(Cl)c2Cl)nnc1SCC(=O)NC1=NCCS1
8%,CCc1nc2nc(C)c(NS(=O)(=O)c3ccc(C4CCCCC4)cc3)c(=O)n2[nH]1
-16%[76.3 µM],O=C(NNC(=O)c1ccco1)c1cccc(Br)c1

A run of entries of the results above, for reference:
GAA glycogen mod,Molecule
-5%[76.3 µM],O=C(NN=C1CCCCCC1)c1cccs1
0%[76.3 µM],O=C(CSc1nncc(=O)[nH]1)Nc1cccc([N+](=O)[O-])c1
6%,CCOc1ccc(NC(=O)Cc2c(C(=O)O)n(C)c3ccccc23)cc1
-8%[76.3 µM],CC1(C)Cc2c(cnn2-c2cccc(F)c2)C(NC(=O)CCc2cnccn2)C1 (centres undefined)
-1%,CCN(CC)CCCNC(=O)c1cn(C)c(=O)c2c1c1ccccc1n2C
-5%[76.3 µM],O=C(COc1ccccc1[N+](=O)[O-])N1CCN(C(=O)c2ccco2)CC1
-2%[76.3 µM],Cc1ccc(-c2cc(C(=O)NCCN3CCOCC3)c3ccccc3n2)o1
11%,Cc1csc(SCC(=O)Nc2nnc(C)s2)n1
-6%,O=C(CCSc1ccc(Cl)cc1)c1ccco1
0%[76.3 µM],Cc1ccc(CNC(=O)CNC(=O)c2ccc(Br)o2)cc1
-1%,C/C(=N\Nc1nc2ccccc2[nH]1)c1ccccn1
-12%[76.3 µM],CCCCn1c(N)c(N(CC(C)C)C(=O)c2oc3ccc(OCC)cc3c2C)c(=O)[nH]c1=O
2%,COc1ccc(OC)c(NC(=O)CC2(CC(=O)O)CCCC2)c1
-10%,CCN(CC)S(=O)(=O)c1ccc(C(=O)NC(=S)N(CCO)Cc2ccccc2)cc1
0%[76.3 µM],Cc1cc(OCC(=O)NC2CC(C)(C)NC(C)(C)C2)c2c(C)cc(=O)oc2c1
7%[76.3 µM],COc1c(C)cc(C(=O)C2CCCN(C(=O)c3csc(C)n3)C2)cc1C (centres undefined)
-4%[76.3 µM],Cn1c(CC(=O)Nc2cccc(Cl)c2Cl)nnc1SCC(=O)NC1=NCCS1
8%,CCc1nc2nc(C)c(NS(=O)(=O)c3ccc(C4CCCCC4)cc3)c(=O)n2[nH]1
-16%[76.3 µM],O=C(NNC(=O)c1ccco1)c1cccc(Br)c1

Additional entries follow.
GAA glycogen mod,Molecule
2%,O=C1OCCN1S(=O)(=O)Nc1ccccc1
1%,CO/N=C(/COc1ccc(F)cc1)c1ccc(OC)cc1
-1%[76.3 µM],COc1ccccc1NC(=O)COc1ccc2ccccc2c1
2%[76.3 µM],COc1ccc(S(=O)(=O)N2CCCC(C(=O)NCc3cccnc3)C2)cc1 (centres undefined)
2%,COc1ccc(C(=O)NCCCNC(=O)c2ccc(C)nc2)cc1
7%,C=C1CCC[C@]2(C)C[C@H]3OC(=O)C(CN[C@@H](C)c4ccccc4)[C@H]3CC12 (some centres undefined)
5%,COc1ccc(/C=C/c2n[nH]c(=O)c(C#N)c2C)cc1
-1%,COc1ccccc1CNC(=O)C1CCN(S(=O)(=O)c2ccc3c(c2)OCCO3)CC1

Going on with the list:
GAA glycogen mod,Molecule
-22%,COc1cccc(NS(=O)(=O)c2ccc3c(c2)CCN3C(C)=O)c1
0%,COc1cc(NC(=O)c2cccs2)c(OC)cc1NC(=O)CCC(=O)Nc1ccc(C)cc1
0%[76.3 µM],Cc1cccc(C)c1NC(=O)CN(C)C(=O)Cn1c(=O)cnc2ccccc21
-13%[76.3 µM],C/C(=N\NC(=O)c1cccc(O)c1)c1cccc(NC(=O)c2ccc(F)cc2)c1
-1%,O=C(CN(C(=O)CNS(=O)(=O)c1ccccc1)c1ccc(Cl)cc1)NCC1CCCO1 (centres undefined)
-7%,Cc1occc(=O)c1OCc1c(Cl)cccc1Cl
-9%,O=C(O)c1cc(-c2ccc(Br)s2)nc2ccccc12
-1%,COc1cc(/C=C/c2cccc[n+]2C)ccc1OCC(=O)Nc1cccc(Cl)c1

Bioassay records: PubChem BioAssay, National Center for Advancing Translational Sciences (NCATS)

This is a subset. The share of hits here may be higher or lower than overall.
